Screens (PubChem)
hERG WT inh – qHTS for Inhibitors of KCHN2 3.1: Wildtype qHTS; activity change, % at 1.84 µM; AID 720551, 2013; Voltage-gated inwardly rectifying potassium channel KCNH2 (Homo sapiens), Q12809; hit rate 0.37% among 340,000; U2OS, BacMam KCNH2, thallium flux FluxOr; hits give low values;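 active = maximum activity change below -70%; inconclusive = maximum activity change between -70% and -50%; inactive = maximum activity change above -50%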; also: % is scaled to controls: 0 for no effect and ±100 for the full control effect
Target sequence (Q12809 whole entry, looked up): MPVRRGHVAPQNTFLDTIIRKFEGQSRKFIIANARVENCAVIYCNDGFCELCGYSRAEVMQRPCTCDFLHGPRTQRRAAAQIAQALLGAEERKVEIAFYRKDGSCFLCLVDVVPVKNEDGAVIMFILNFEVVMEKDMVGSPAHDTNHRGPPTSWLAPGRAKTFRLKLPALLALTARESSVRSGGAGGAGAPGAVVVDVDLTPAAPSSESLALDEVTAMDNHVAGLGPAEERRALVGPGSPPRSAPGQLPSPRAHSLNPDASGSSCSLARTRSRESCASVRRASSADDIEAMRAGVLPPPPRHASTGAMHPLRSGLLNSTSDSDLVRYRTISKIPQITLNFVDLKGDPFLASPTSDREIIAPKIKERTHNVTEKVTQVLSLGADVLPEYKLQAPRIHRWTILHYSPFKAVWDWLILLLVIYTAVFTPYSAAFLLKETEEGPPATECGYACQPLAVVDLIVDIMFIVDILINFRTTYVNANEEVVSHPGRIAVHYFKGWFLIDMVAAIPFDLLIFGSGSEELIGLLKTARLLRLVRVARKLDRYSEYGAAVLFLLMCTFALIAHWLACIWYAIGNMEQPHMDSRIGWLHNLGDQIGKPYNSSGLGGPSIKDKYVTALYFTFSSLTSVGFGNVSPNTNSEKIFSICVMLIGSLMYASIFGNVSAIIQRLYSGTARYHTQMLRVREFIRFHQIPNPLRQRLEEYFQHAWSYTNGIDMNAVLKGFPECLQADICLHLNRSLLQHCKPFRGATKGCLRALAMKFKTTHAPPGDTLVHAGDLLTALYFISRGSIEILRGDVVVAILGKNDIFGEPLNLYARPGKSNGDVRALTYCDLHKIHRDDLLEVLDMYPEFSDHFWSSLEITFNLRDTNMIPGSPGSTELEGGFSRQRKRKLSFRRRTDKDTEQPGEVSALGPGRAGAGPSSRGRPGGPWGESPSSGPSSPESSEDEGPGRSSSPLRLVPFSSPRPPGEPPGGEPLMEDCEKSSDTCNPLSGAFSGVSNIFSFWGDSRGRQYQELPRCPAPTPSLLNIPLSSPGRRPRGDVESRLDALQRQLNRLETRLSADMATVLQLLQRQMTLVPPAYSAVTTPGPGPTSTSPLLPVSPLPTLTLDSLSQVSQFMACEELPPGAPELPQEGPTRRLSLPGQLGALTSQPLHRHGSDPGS
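U2OS cells were transduced with wild-type KCNH2 virus (2.03 x 10^8 / mL) for 4 h at room temperature, then cultured overnight at 37 C. Thallium flux was read with FluxOr dye. Rate constants were normalized to DMSO controls.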
USP2a inh – qHTS Assay for Inhibitors of Ubiquitin-specific Protease USP2a Using CHOP2 as the Reporter; Ubiquitin carboxyl-terminal hydrolase 2 (Homo sapiens), O75604; USP2 core, Ub-CHOP2 coupled fluorogenic reporter, 485/531; Potency, µM (titrated, usually from 38.3 µM), for the others: at the highest dose activity change, negative = inhibition, actives largely listed as inhibitors; hit rate 0.01% among 330,000;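 also: potency is read from the fitted curve at half-maximal effect; plate controls were DMSO wells for no effect and full inhibition by NEM control for full effect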
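Cell-free coupled assay: 10nM USP2 core preincubated 30min RT with compound in Tris-HCl pH 8.0/CaCl2/CHAPS buffer, then 25nM Ub-CHOP2 and 25nM reporter substrate; fluorescence (Ex 485/Em 531) read after 60min RT, normalized to NEM inhibition, concentration-response curves fitted.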
A-T KAP1 phos – qHTS Assay for Identifying a Potential Treatment of Ataxia-Telangiectasia. AID 485349, 2010. hit rate 0.19% among 320,000. Potency, µM (highest dose often 57.5 µM), for the others: at the highest dose activation, actives largely listed as activators. […] A-T fibroblasts, KAP-1 phosphorylation AlphaLISA; neocarzinostatin DNA damage 30 min before lysis; also: potency is read from the fitted curve at half-maximal effect; % of control where 0% means no effect; nearly all actives have a fitted effect of over 45% in size
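hTERT-immortalized A-T patient fibroblasts ([…]), 500 cells/well in OPTI-MEM, 1% FBS, got compounds for 60 min, then NCS for 30 min at 37C. Lysates were then assayed for phospho-KAP-1 by AlphaLISA (anti-pKAP1 donor, anti-KAP1 acceptor beads), 6 hr at 25C.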
KCNH2 3.1 block – qHTS for Inhibitors of KCHN2 3.1: Mutant qHTS; Potassium voltage-gated channel subfamily H member 2, brain isoform KCNH2 3.1 (human); U2OS KCNH2 3.1, thallium flux FluxOr; hits give low values; activity change, % (tested at about 1.8 µM); hit rate 0.95% among 340,000; AID 720553, 2013;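 active = maximum activity change below -70%; inconclusive = maximum activity change from -70% to -50%; inactive = maximum activity change above -50%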;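 also: thallium influx rate constant from kinetic fluorescence after stimulation buffer; % is scaled to controls: 0 for no effect and ±100 for the full control effect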
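Channel expression came from 3.1 mutant virus (1.77 x 10^8 /mL) applied to suspended U2OS cells for 4 h. Flux was tracked with FluxOr dye plus Red40 quencher, and kinetic rate constants normalized to controls.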
Eya2 phos inh – qHTS Assay for Inhibitors of the Phosphatase Activity of Eya2 | Protein phosphatase EYA2 (Homo sapiens), O00167 | recombinant Eya2, OMFP fluorescence dephosphorylation (OMFP is methylfluorescein phosphate) | Potency, µM (doses to about 76.9 µM), without a hit: top-dose activity, negative = inhibition, most hits filed as inhibitors | hit rate 0.006% among 330,000; also: potency is read from the fitted curve at half-maximal effect; % is scaled to controls: 0 for no effect and ±100 for the full control effect
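Eya2 (0.2 uM) preincubated 10 min at ambient with compound, then OMFP substrate added at 50 uM; 10 min reaction in 50 mM HEPES pH 7.5, 50 mM NaCl, 5 uM MgCl2, 0.05% BSA, 1 mM DTT. Fluorescence read at Ex 485/Em 525 nm.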
TCR act – Activators of T cell receptors: qHTS campaign. primary human leukocytes, anti-CD3, IL-2 HTRF, 48 h. AID 504894, 2011. Potency, µM (top dose mostly 9.22 µM), without a hit: at the top dose activation of IL-2 secretion, actives largely listed as activators. 330,000 tested, under 10 active; also: % of control where 0% means no effect
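IL-2 release read by HTRF sandwich (Eu cryptate donor, d2 acceptor, 665 nm emission) after 48 hr exposure of primary human leukocytes to compound together with anti-CD3 beads in the absence of co-stimulatory signals.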
TSHR antag – Antagonists of the Thyroid Stimulating Hormone Receptor: HTS campaign; activity change, negative = inhibition, % at 11.5 µM; TSHR-expressing cells, TSH-stimulated cAMP HTRF, 2 h; hits give low values; hit rate 0.2% among 330,000; Thyrotropin receptor (Homo sapiens), P16473;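 active = activity change below a set negative limit, meaning inhibition stronger than a set level, cut at about -70% in these data; inconclusive = activity change between two set negative limits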; also: % is scaled to controls: 0 for no effect and ±100 for the full control effect
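Inhibition of cAMP made by TSHR-expressing cells under TSH stimulation (4nM final, EC80; 2 h, 37 deg C) is quantified with a one-step lysis HTRF kit, anti-cAMP cryptate versus cAMP-d2.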
TRPV1 ag – HTS Assay for Compounds that Act as Agonists of the Vanilloid Receptor 1. activation, % at 8.33 µM. TRPV1-expressing cells, Fluo-8 calcium influx, agonist mode. hit rate 0.19% among 320,000. AID 540275, 2011; in the data active = activation above about 80%; inconclusive = between about 30% and that limit; also: 0% is about no effect
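Fluo-8 calcium influx in TRPV1-expressing cells, kinetic read (ex 480/em 520 nm). Compound added and read 3 min for agonist activity, followed by capsaicin at EC20 final and 2 min further read for enhancement.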
ELG1 repair inh – qHTS screen for small molecules that inhibit ELG1-dependent DNA repair in human embryonic kidney (HEK293T) cells expressing luciferase-tagged ELG1 | HEK293T ELG1-luciferase reporter, luminescence, 16 h; DNA damage induced by 5-fluorouridine | Potency, µM (highest dose often 46.1 µM), without a hit: at the highest dose activity change, negative = inhibition, hits mostly inhibitors | hit rate 2.3% among 330,000; also: potency is read from the fitted curve at half-maximal effect; % is scaled to controls: 0 for no effect and ±100 for the full control effect; nearly all actives have a fitted effect of over 55% in size
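DMSO vehicle served as the neutral condition. Each well held 2,000 cells given 5-fluorouridine plus compound; after 16 hr at 37 °C/5% CO2, ONE-Glo was added and luciferase measured 30 min later.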
Mito fusion yeast – qHTS Assay for Small Molecule Inhibitors of Mitochondrial Division or Activators of Mitochondrial Fusion; S. cerevisiae fusion-defective mutant growth rescue, CellTiterGlo 48 h; Potency, µM (doses to about 46.1 µM), without a hit: at the top dose growth rescue (activation), most hits filed as activators; hit rate 0.23% among 320,000; AID 485298, 2010;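 also: potency is read from the fitted curve at half-maximal effect; % of control where 0% means no effect; nearly all actives have a fitted effect of over 45% in size; temperature-sensitive fusion mutants such as fzo1-1 at 37 °C on non-fermentable ethanol glycerol medium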
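Temperature-sensitive fusion-defective S. cerevisiae (e.g. fzo1-1, mgm1-5) were grown with compound in YPEG medium (3% ethanol, 3% glycerol) for 48 hours at 37C. Growth rescue was measured as viability by CellTiterGlo luminescence after 10 minutes at ambient.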
* hit, by the source's call; i = inactive; ? = inconclusive; · = no result given; [ ] = dose if it differs, or a comment. Unless noted, calls follow the shape of the dose curve; as a rule, active = well fitted curve in the direction sought with a large enough effect; inconclusive = small, poorly fitted or top-dose-only effect, or another doubt; inactive = no such curve, though single readings can be large; an effect the other way counts as inactive or inconclusive. The list is partial, so the mix of outcomes need not match the whole.

SMILES	hERG WT inh	USP2a inh	A-T KAP1 phos	KCNH2 3.1 block	Eya2 phos inh	TCR act	TSHR antag	TRPV1 ag	ELG1 repair inh	Mito fusion yeast
O=C1OCCC1Sc1nnc(-c2ccc3c(c2)OCO3)n1-c1ccccc1 (stereo not drawn)	7.8	1.4%	22.0%	-12.4	6.5%	0.8%	-17.3	-0.1	12.2%	-2.3%
COc1ccc(-c2ocnc2C(=O)N2CCN(C(c3ccccc3)c3ccccc3)CC2)cc1	-2.8	-10.3%	2.6%	-18.7	-4.2%	2.9%	-3.8	20.2	?	-0.9%
Cc1nc(=S)c2c([nH]1)-c1ccccc1CC21CCCCC1	-22.0	1.5%	17.0%	-22.4	22.7%	3.7%	-14.3	·	9.4%	-7.9%
COc1ccccc1NC(=O)COc1ccc(C(=O)OCC(=O)N2CCCC2=O)cc1OC	4.7	1.1%	-33.3%	-9.2	-9.4%	-1.7%	·	1.3	18.0%	-5.8%
O=C(NCCCn1ccnc1)c1cc(C2CC2)on1	-7.8	0.9%	-8.0%	-9.0	5.1%	7.8%	-0.5	0.8	10.1%	-1.8%
Cc1cc(-c2ccccc2C(=O)Nc2ccccc2O)on1	4.8	-1.0%	1.5%	-16.1	-24.5%	0.6%	0.1	13.9	-0.7%	0.0%
CCC(CC)c1nnc(NC(=O)C2=NNC(=O)CC2)s1	4.0	-0.3%	5.6%	1.5	-15.3%	-1.2%	-3.4	10.0	17.7%	-7.1%
COC(=O)c1cccc(NC(=O)NC(=O)c2ccc(Cl)cc2)c1	-0.3	-0.5%	17.8%	6.5	-3.8%	-5.4%	-27.8	0.1	?	6.0%
O=C(CN(Cc1ccccc1F)C(=O)c1csnn1)NC1CCCCC1	-19.5	1.1%	4.3%	1.0	-3.3%	2.3%	-2.1	4.7	-1.0%	-2.3%
CNc1sc(C(=O)c2ccccc2F)c(N)c1-c1nc2ccccc2s1	-8.7	3.2%	3.6%	-14.9	-14.6%	1.2%	-1.6	11.9	?	7.0%
O/C(=C\Sc1nnc(Cc2ccccc2)o1)c1ccc(Br)cc1	-4.8	2.2%	6.6%	11.6	-3.6%	-1.2%	-1.0	-5.2	-14.0%	0.5%
O=C(CSC1=NS(=O)(=O)c2cc(F)ccc2N1)NCc1ccc(F)cc1	-7.6	-1.6%	-2.5%	-10.4	0.3%	-2.7%	-9.4	-1.2	9.5%	-0.3%
CC1CCCN(S(=O)(=O)c2ccc(S(=O)(=O)NC(C)c3cccs3)cc2)C1 (stereo not drawn)	0.7	2.3%	9.3%	19.1	-9.4%	3.4%	-18.6	20.7	?	1.4%
O=C(NCCc1csc(-c2cccnc2)n1)c1ccco1	-1.2	1.4%	-4.9%	14.4	34.9%	6.7%	1.4	·	?	1.6%
CSc1nc(N2CCCC2)c2c(c1C#N)CC(C)(C)OC2	-3.7	11.3%	40.9%	-1.8	-3.7%	·	8.3	9.4	?	3.9%
CCC(CO)Oc1cc(NCc2ccncc2)c2ncn(C(C)C)c2c1 (stereo not drawn)	0.6	2.8%	-1.7%	-0.1	12.4%	-1.2%	-21.5	·	7.8%	·
CCOC(=O)c1sc(Nc2nc3ccc(OC)cc3s2)cc1C	-5.3	-13.5%	·	1.5	-4.5%	-5.2%[46.1 µM]	8.4	7.0	-7.7%	?
COc1ccccc1N1CCN(C(=O)CCCN2C(=O)c3cccc4cccc(c34)C2=O)CC1	5.2	-5.0%	7.2%	-9.4	-5.7%	-0.4%[46.1 µM]	-72.2*	5.8	4.61µM*	?
CCn1c(C)nc2cc(C(=O)N/N=C(\C)c3ccccc3O)ccc21	10.3	-1.6%	1.3%	-9.0	4.2%	1.6%	-7.1	-6.1	?	0.8%
Cc1cc(-c2nc3ncccc3o2)ccc1NC(=S)NC(=O)c1ccco1	i	0.5%	-1.5%	2.3	10.7%	-2.4%	-10.8	2.5	-2.6%	3.6%
CC1(C)Cc2c(C#N)c(N3CCOCC3)nc(Cc3ccccc3)c2CO1	9.9	0.7%	10.9%	5.9	-5.9%	8.4%	-18.7	15.4	?	-3.3%
Cc1cccc(C(=O)NC(=S)N2CCc3ccccc3C2)c1	-5.5	8.7%	1.5%	-7.3	6.6%	1.3%[46.1 µM]	-0.2	21.8	7.1%	29.1%
COc1cc(C(=S)N2CCOCC2)cc(OC)c1OS(=O)(=O)c1ccc(NC(C)=O)cc1	6.5	0.5%	1.9%	17.1	-4.1%	0.9%	-0.2	-3.4	?	-3.0%
COCCN(C(=O)Nc1ccccc1)C(C)c1cccnc1 (stereo not drawn)	72.7	2.2%	-7.6%	16.3	10.1%	-1.6%	-1.3	·	12.0%	2.9%
Cc1onc(-c2ccc(Cl)cc2)c1-c1ccnn1S(=O)(=O)c1ccc(Cl)cc1	0.4	1.9%	0.0%	-14.6	-0.4%	-7.0%	-10.9	4.2	14.6µM*	0.7%
SMILES	hERG WT inh	USP2a inh	A-T KAP1 phos	KCNH2 3.1 block	Eya2 phos inh	TCR act	TSHR antag	TRPV1 ag	ELG1 repair inh	Mito fusion yeast
Cc1cccc(NC(=S)NNC(=O)c2sccc2C)c1	-3.6	-0.5%	-0.4%	-4.0	6.5%	6.8%	0.5	7.7	?	2.4%
CCOC(=O)N1CCN(C(=O)c2ccc3c(=O)n(-c4ccc(OC)cc4OC)c(=S)[nH]c3c2)CC1	-0.7	0.8%	2.2%	11.9	4.2%	-0.3%	-11.3	·	0.0%	2.5%
CCCCCC(=O)Nc1cccc(C2=NOC3(C2)C[C@@H](C(N)=O)N(C(=O)C2(C)CC2)C3)c1 (stereo partly drawn)	-13.9	-8.5%	3.2%	-14.9	5.1%	0.7%	7.4	-3.3	5.4%	-0.7%
COc1cccc(CNC(=O)CCC2CCCN(C(=O)CCn3cncn3)C2)c1 (stereo not drawn)	2.9	1.0%	2.4%	-94.3*	17.9%	-8.5%	4.4	1.3	13.0%	-1.3%
NC(=O)c1ccc(NC(=O)CCNC(=O)c2ccco2)cc1	-1.8	-4.3%	0.0%	24.1	4.7%	-10.0%	-3.6	-0.1	-1.2%	-6.8%
Cc1ccc(-c2nc3cnccn3c2Nc2ccc3c(c2)OCO3)cc1	-8.8	-14.8%	-7.1%	1.4	-1.4%	-0.4%	19.9	·	?	-6.0%
CC(Sc1nnc(C2CC2)n1-c1ccccc1)C(=O)N1CCCC1 (stereo not drawn)	-3.9	1.3%	13.9%	-7.5	0.8%	0.3%	15.0	-5.9	11.6%	-0.4%
Cc1nc2ccccc2nc1OCC(=O)NCC(F)(F)F	-0.9	-0.9%	5.1%	10.3	2.5%	-6.0%[46.1 µM]	-1.1	-3.3	5.5%	-8.2%
CCOC(=O)C1CCN(S(=O)(=O)c2c(C)[nH]c(C)c2C(=O)N2CCCCC2)CC1	-3.0	3.6%	0.8%	12.8	6.2%	2.2%	6.1	-1.7	-12.1%	-1.7%
O=C(Nc1cccc(Cl)c1)OCc1cncs1	-7.9	7.5%	-1.1%	-15.9	3.2%	2.5%	11.4	5.1	17.6%	-6.3%
O=C(Nc1ccc(F)cc1)c1cccnc1N1CCOCC1	3.8	-0.4%	0.8%	14.1	5.3%	8.3%[46.1 µM]	7.2	-4.1	7.1%	0.3%

By substructure, the compounds so far containing an NH in an aromatic ring.
SMILES	hERG WT inh	USP2a inh	A-T KAP1 phos	KCNH2 3.1 block	Eya2 phos inh	TCR act	TSHR antag	TRPV1 ag	ELG1 repair inh	Mito fusion yeast
Cc1nc(=S)c2c([nH]1)-c1ccccc1CC21CCCCC1	-22.0	1.5%	17.0%	-22.4	22.7%	3.7%	-14.3	·	9.4%	-7.9%
CCOC(=O)N1CCN(C(=O)c2ccc3c(=O)n(-c4ccc(OC)cc4OC)c(=S)[nH]c3c2)CC1	-0.7	0.8%	2.2%	11.9	4.2%	-0.3%	-11.3	·	0.0%	2.5%
CCOC(=O)C1CCN(S(=O)(=O)c2c(C)[nH]c(C)c2C(=O)N2CCCCC2)CC1	-3.0	3.6%	0.8%	12.8	6.2%	2.2%	6.1	-1.7	-12.1%	-1.7%
